High-throughput results as filed in PubChem.
NALP1 inh: inhibitors of NALP1 inflammasome in yeast; S. cerevisiae NALP1/ASC/caspase-1 growth, X-gal OD620, 72 h; inhibition, % at 10 µM; hit rate 0.61% among 280,000; AID 2071; in the data active means inhibition mostly above about 24%, no sharp cut-off; inactive means mostly below about 32%; further: some compounds called inactive have numbers as strong as hits
MEKK2wt PB1 HTS: raises or lowers MEK5 binding to wildtype human MEKK2 PB1 domain. Q9Y2U5. bead flow cytometry, Alexa488-MEK5 binding to MEKK2 WT; actives lie on both sides. binding response (% of control), % at 10 µM. hit rate 1.1% among 290,000. AID 1531; in the data active means binding response below about 67% or above about 130%
SUMO HTRF inh: inhibitors of human SUMOylation (UBC9). P63279. HTRF SUMOylation assay, SAE1/SAE2 + UBC9, in vitro. inhibition, % at 35 µM. hit rate 0.36% among 290,000. AID 2006; in the data active means inhibition above about 50%, passing the limit was not always enough; further: strong numbers were not always called active
MEKK3 PB1 HTS: modulators (inhibitors or enhancers) of MEK5 binding to human MEKK3 PB1 domain; Q99759; bead-based flow cytometry, Alexa488-MEK5 binding to MEKK3; actives lie on both sides; 0 = blocked by unlabeled MEK5, 100 = vehicle; hit rate 1.4% among 290,000; binding response (% of control), % at 10 µM; AID 1529;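 active means binding response more than 3 SD above or below the average of its plate-row segment, actives on both sides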;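 further: Alexa488 bead fluorescence after subtracting the streptavidin-only scavenger bead signal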
pCIP destab: compounds decreasing mouse p/CIP protein stability; Q05BA5; F442A p/CIP-EGFP cells, EGFP fluorescence, 16 h; decrease of EGFP signal, % at 10 µM; hit rate 0.01% among 290,000;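 active means EGFP signal decrease of at least 30% at 10 µM or well 3 SD below plate mean, unless failing retest; inactive means the rest, including hits failing retest or dose response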; further: some compounds called inactive have numbers as strong as hits; many of its hits are not listed in these tables
IDE act: IDE (human) activation, cell-based | hit rate 0.073% among 340,000 | activation, % at 5.96 µM | HEK cells, FAbeta-B cleavage, fluorescence polarization; 0% vehicle, 100% cell-free pure enzyme wells | P14735;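 active means activation above the mean of all tested compounds plus 3 SD, set per screening campaign, cut at about 17% in these data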
Target sequence (P14735 whole entry, looked up): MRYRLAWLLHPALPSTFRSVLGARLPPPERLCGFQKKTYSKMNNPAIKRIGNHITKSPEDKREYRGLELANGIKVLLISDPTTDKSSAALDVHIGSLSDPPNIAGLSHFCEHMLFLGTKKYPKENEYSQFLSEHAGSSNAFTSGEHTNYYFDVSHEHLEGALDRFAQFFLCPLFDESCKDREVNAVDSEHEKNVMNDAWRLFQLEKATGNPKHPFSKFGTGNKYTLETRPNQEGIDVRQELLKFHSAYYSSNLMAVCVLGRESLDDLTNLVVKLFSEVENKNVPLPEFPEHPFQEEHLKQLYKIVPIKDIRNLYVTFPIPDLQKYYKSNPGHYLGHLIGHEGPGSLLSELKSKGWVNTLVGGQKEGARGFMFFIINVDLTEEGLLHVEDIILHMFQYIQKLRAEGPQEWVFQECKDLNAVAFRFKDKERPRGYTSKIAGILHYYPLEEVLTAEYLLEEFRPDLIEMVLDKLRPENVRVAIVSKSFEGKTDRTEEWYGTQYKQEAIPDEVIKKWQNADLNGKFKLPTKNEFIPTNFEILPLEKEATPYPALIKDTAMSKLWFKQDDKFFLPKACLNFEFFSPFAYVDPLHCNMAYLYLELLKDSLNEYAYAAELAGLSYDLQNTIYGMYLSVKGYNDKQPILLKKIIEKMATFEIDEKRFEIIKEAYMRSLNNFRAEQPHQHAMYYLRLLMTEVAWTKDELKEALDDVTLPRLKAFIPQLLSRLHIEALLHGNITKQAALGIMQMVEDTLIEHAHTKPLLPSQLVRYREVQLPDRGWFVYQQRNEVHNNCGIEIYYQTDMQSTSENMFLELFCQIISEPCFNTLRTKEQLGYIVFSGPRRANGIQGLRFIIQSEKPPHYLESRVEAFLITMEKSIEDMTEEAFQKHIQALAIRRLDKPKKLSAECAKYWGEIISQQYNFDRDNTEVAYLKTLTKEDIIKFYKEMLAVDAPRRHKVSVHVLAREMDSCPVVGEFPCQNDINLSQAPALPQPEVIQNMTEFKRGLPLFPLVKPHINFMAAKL
IDE inh: cellular human IDE inhibition | AID 434962 | HEK cells, FAbetaB cleavage, fluorescence polarization | inhibition, % at 5.59 µM | hit rate 0.41% among 320,000;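 active means percent inhibition above the average of all tested compounds plus 3 SD, set per screening campaign, cut at about 16% in these data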;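 further: IDE supplied by intact live HEK cells; FP after avidin binding of uncleaved biotin substrate so inhibition keeps polarization high; 0% = DMSO wells and 100% = 60 µM reference IDE inhibitor Ii1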
M18AAP inhibitor: blocks P. falciparum M18 aspartyl aminopeptidase. inhibition, % at 7.35 µM. hit rate 1.2% among 290,000. recombinant PfM18AAP, H-Glu-NHMec fluorogenic cleavage;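 active means inhibition above the campaign mean inhibition over all tested compounds plus 3 SD, cut at about 28% in these data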;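 further: 0% = plate median of test compound wells and 100% = 2 mM ZnCl2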
MEKK2 mut-MEK5: signal of MEK5 binding to mutant human MEKK2 PB1 domain. bead flow cytometry, Alexa488-MEK5 binding to MEKK2 mutant. percent response, % at 10 µM. hit rate 0.35% among 290,000. AID 1530; in the data active means percent response above about 24%, passing the limit was not always enough; further: inactives centre near 1; some results filed as inactive read as strong as hits; reference of the scale not given here
Active calls of the source: *; . = no result given. Only part of the results is shown, so the mix of outcomes need not match the whole.

No.	smiles	NALP1 inh	MEKK2wt PB1 HTS	SUMO HTRF inh	MEKK3 PB1 HTS	pCIP destab	IDE act	IDE inh	M18AAP inhibitor	MEKK2 mut-MEK5
1	COc1ccc(NCc2ccsc2)cc1	14	106	15	102	-7	2	-15	14	3
2	Cc1ccc(C)n1-c1ccc(-n2cnnn2)cc1	3	93	20	98	-8	5	-3	7	2
3	COc1ccc(CNC(=O)c2ccncc2)cc1	26	97	-8	101	9	1	-3	-6	-4
4	O=C(NC(Cc1c[nH]c2ccccc12)C(=O)O)c1ccc(Br)cc1 (stereo not given)	4	.	3	.	-63	4	6	-17	.
5	Cc1ccc(C2=[N+]([O-])C(C)(C)N(O)C2(C)C)cc1	32	96	6	98	-1	4	6	-1	-1
6	Cc1ccc(N(CC(=O)NCC2CCCO2)C(=O)Cn2nnc(-c3cccs3)n2)cc1 (stereo not given)	-1	94	5	99	-14	7	1	-1	-10
7	O=c1cc(-c2ccco2)oc2c1ccc1ccccc12	6	102	14	103	-15	-1	4	-1	2
8	CC(=O)c1sc(NC(=O)c2c(F)cccc2F)nc1-c1ccccc1	-1	94	20	97	4	0	-1	-11	-5
9	CC(=O)c1sc(NC(=O)CCCOc2ccccc2C)nc1C	0	93	14	96	-8	8	-5	2	-2
10	Cn1c(=O)cc(OCC(=O)N2CCCc3ccccc32)c2ccccc21	4	91	14	97	-11	0	2	-6	-7
11	CCN(NC(=O)C(O)(c1ccccc1)c1ccccc1)C(=O)c1ccccc1	14	118	-9	107	-2	7	4	-4	25
12	CN(C)/C=C(/C(=O)c1ccccc1)S(=O)(=O)c1ccc(Cl)cc1	3	77	23	79	-6	0	6	4	-17
13	OCCC1CN(Cc2ccc3nsnc3c2)CCN1CCc1ccccc1 (stereo not given)	7	104	21	99	-1	6	3	-8	3
14	COc1ccc(-c2nc(C#N)c(N3CCC(C)CC3)o2)cc1	28	103	22	104	-9	2	4	5	1
15	COc1ccc(Cl)cc1NC(=O)CN1CCN(S(=O)(=O)N2CCCCC2)CC1	23	103	14	102	-15	0	-4	-11	5
16	COc1cccc(C(=O)C2CCCN(C(=O)c3ccc(C#CC(C)(C)O)cc3)C2)c1 (stereo not given)	-14	91	-20	101	0	0	-5	-7	-7
17	CC(=O)C1=C(O)CC(c2ccccc2)CC1=NCCc1c(C)[nH]c2ccc(C)cc12 (stereo not given)	26	103	11	109	-10	2	-2	2	12
18	CCn1c(SCC(=O)NNC(=O)c2ccco2)nnc1-c1ccco1	4	85	5	94	5	4	5	7	-13
19	COC(=O)c1ccc(N2C(=O)C3CC=CC(C)C3C2=O)cc1 (stereo not given)	11	103	13	105	1	5	-5	-1	5
20	C/C(N)=C(/C#N)C(=O)CSc1cc(Cl)ccc1Cl	16	92	-9	89	6	4	4	-14	-3
21	Cn1c(CNC(=O)C2CCC(=O)N(CCc3cccc(F)c3)C2)nc2ccccc21 (stereo not given)	1	100	-2	101	-1	7	3	-3	1
22	O=c1cc(-c2ccccc2F)nc(-c2ccccc2F)o1	.	101	-3	108	-17	0	3	0	-1
23	NC(CO)C(=O)NNCc1ccc(O)c(O)c1O (stereo not given)	-4	93	.	72	-9	-6	7	29*	-4
24	Cc1cccc(N2CCN(C(=S)NCCc3ccccc3)CC2)c1C	22	98	14	97	-23	5	-2	-2	-2
25	CC1CC(N(C(=O)c2ccco2)c2ccccc2)c2ccccc2N1C(=O)c1ccco1 (stereo not given)	-6	102	-1	101	-2	1	-3	-2	3
26	Cc1ccccc1NNC(=O)C(=O)NNc1ccccc1C	0	96	-16	100	0	0	7	20	-4
27	CCOc1ccc2c(C)c(Cl)c(=O)oc2c1	10	99	19	100	7	1	1	6	0
28	COc1cccc(CNCc2cccc(Br)c2)c1OC	-2	101	6	93	-6	4	0	-14	-4
29	O=C(CN(C(=O)c1csnn1)c1cccc2c1CCCC2)NC1CCCC1	-8	89	-6	94	2	3	-1	3	-7
30	O=[N+]([O-])c1cc([N+](=O)[O-])c2cccnc2c1O	3	83	14	84	0	.	0	9	-21
31	CCN(CC)CCCn1c(C)cc2c(c1=O)C(c1cccc(Cl)c1)C(C#N)=C(N)O2 (stereo not given)	6	102	28	105	6	1	.	3	-2
32	Cc1ccc[n+](CC(=O)/C=C2\N(C)c3ccccc3C2(C)C)c1	42	104	9	102	-6	6	0	7	1
33	CCn1nc(C(=O)OCC(=O)c2c[nH]c3ccccc23)c2ccccc2c1=O	13	84	9	95	-2	-4	-3	-8	2
34	O=C(Nc1cccc(O)c1)N1CCOCC1	-10	86	20	75	2	1	-3	10	1
35	CC1CCCN(C(=O)Cn2nnc(-c3ccc(F)cc3)n2)C1 (stereo not given)	16	98	-10	99	-4	2	7	-5	1
36	CCCCN1CCNC1=S	7	95	3	104	1	3	2	-2	3
37	C=CCn1c(=O)c(C(=O)Nc2ccccc2O)c(O)c2ccccc21	4	93	25	91	-15	1	-1	-8	-4
38	CCCCc1ncc(CN2CCN(Cc3ccc(C)cc3)C(CCO)C2)[nH]1 (stereo not given)	13	112	-5	98	6	7	-2	0	1
39	NC(=O)CSc1oc(-c2ccco2)nc1S(=O)(=O)c1ccc(Cl)cc1	14	101	3	105	-6	2	0	1	-1
40	CCn1cc(S(=O)(=O)CC(=O)Nc2ccc3c(c2)OCCO3)c2ccccc21	11	103	34	104	-7	3	5	2	-1

Two entries picked at random from the list so far:
No.	smiles	NALP1 inh	MEKK2wt PB1 HTS	SUMO HTRF inh	MEKK3 PB1 HTS	pCIP destab	IDE act	IDE inh	M18AAP inhibitor	MEKK2 mut-MEK5
26	Cc1ccccc1NNC(=O)C(=O)NNc1ccccc1C	0	96	-16	100	0	0	7	20	-4
36	CCCCN1CCNC1=S	7	95	3	104	1	3	2	-2	3

The list continues.
No.	smiles	NALP1 inh	MEKK2wt PB1 HTS	SUMO HTRF inh	MEKK3 PB1 HTS	pCIP destab	IDE act	IDE inh	M18AAP inhibitor	MEKK2 mut-MEK5
41	Cc1ccccc1NC(=O)NC1(C(=O)N2CCOCC2)CCCCC1	-4	103	2	108	-9	4	-2	2	5
42	CC1(C)Cc2c(sc3nc(SCC(=O)O)nc(N)c23)CO1	9	104	7	104	-2	4	-2	-2	4
43	O=C(O)CC1C(=O)NCCN1Cc1ccc(F)c(F)c1 (stereo not given)	-85	100	9	100	-2	6	-2	-9	9
44	S=C(NCCN1CCOCC1)Nc1cccc2ccccc12	25	101	-5	103	3	5	-5	-2	-1
45	COc1ccccc1CNc1nc2nc(C)cc(=O)n2[nH]1	8	91	34	87	-20	4	-3	3	-9
46	COC(=O)c1ccccc1C(=O)N1CCOCCOCCOCC1	10	100	0	104	-3	-3	4	0	1
47	COc1ccccc1N1C(=O)c2ccccc2NC1C(OC)OC (stereo not given)	-15	78	23	70	6	6	-5	4	-6
48	Cc1ccc(Cn2ccc(NC(=O)c3nc4ncccn4n3)n2)cc1	14	100	6	100	-16	2	2	1	1
49	COc1ccc(N2CCN(S(=O)(=O)c3cccc(C(F)(F)F)c3)CC2)cc1	-2	96	3	100	-2	-3	-6	-3	-3
50	COc1ccc2oc(C(=O)N3CCN(S(=O)(=O)c4cccc([N+](=O)[O-])c4)CC3)c(C)c2c1	14	105	-3	104	0	-7	-4	-2	6
51	O=C(O)c1sccc1SCc1ccc(Cl)cc1Cl	0	.	-29	.	6	-3	4	5	.
52	COc1ccccc1CC(=O)Nc1ccc(S(=O)(=O)N2CCCCC2)cc1	12	97	1	104	5	4	4	1	-3
53	CCOC(=O)C(O)(CC(=O)Nc1cc(F)ccc1C)C(F)(F)F (stereo not given)	5	94	11	107	1	5	0	2	1
54	Cc1oc(C(C)(C)C)cc1-c1cc(NC(=O)c2ccc([N+](=O)[O-])cc2)n[nH]1	10	94	6	97	9	1	5	8	-12
55	COc1ccc(N2C(=O)C3ON(C4SC(=S)N(C)C4(C)C)C(c4ccc([N+](=O)[O-])cc4)C3C2=O)cc1 (stereo not given)	36	99	2	104	0	-3	-2	-3	1
56	CCC(Sc1nc2ccccc2c(=O)n1CC1CCCO1)C(=O)NCc1cccnc1 (stereo not given)	7	92	10	96	-1	4	-1	-26	-7
57	Cn1cnnc1SCC(=O)Nc1cccc(S(=O)(=O)N2CCOCC2)c1	2	99	-8	98	4	4	1	9	-3
58	Cc1ccc(-c2cc(N)n(-c3ccc(F)cc3)n2)cc1	29*	84	6	80	-2	2	0	1	-5
59	Cc1ccc(OCCOc2cccc(Br)c2)c([N+](=O)[O-])n1	36	103	8	101	-1	7	-6	-1	-1
60	COc1ccc(NC(=O)Cc2ccc(C)cc2)c([N+](=O)[O-])c1	4	100	-3	103	-2	-2	3	-2	-1

Some of these compounds in order of formula weight, smallest number first.
No.	smiles	NALP1 inh	MEKK2wt PB1 HTS	SUMO HTRF inh	MEKK3 PB1 HTS	pCIP destab	IDE act	IDE inh	M18AAP inhibitor	MEKK2 mut-MEK5
43	O=C(O)CC1C(=O)NCCN1Cc1ccc(F)c(F)c1 (stereo not given)	-85	100	9	100	-2	6	-2	-9	9
45	COc1ccccc1CNc1nc2nc(C)cc(=O)n2[nH]1	8	91	34	87	-20	4	-3	3	-9
60	COc1ccc(NC(=O)Cc2ccc(C)cc2)c([N+](=O)[O-])c1	4	100	-3	103	-2	-2	3	-2	-1
44	S=C(NCCN1CCOCC1)Nc1cccc2ccccc12	25	101	-5	103	3	5	-5	-2	-1
47	COc1ccccc1N1C(=O)c2ccccc2NC1C(OC)OC (stereo not given)	-15	78	23	70	6	6	-5	4	-6
48	Cc1ccc(Cn2ccc(NC(=O)c3nc4ncccn4n3)n2)cc1	14	100	6	100	-16	2	2	1	1
46	COC(=O)c1ccccc1C(=O)N1CCOCCOCCOCC1	10	100	0	104	-3	-3	4	0	1
41	Cc1ccccc1NC(=O)NC1(C(=O)N2CCOCC2)CCCCC1	-4	103	2	108	-9	4	-2	2	5
54	Cc1oc(C(C)(C)C)cc1-c1cc(NC(=O)c2ccc([N+](=O)[O-])cc2)n[nH]1	10	94	6	97	9	1	5	8	-12
52	COc1ccccc1CC(=O)Nc1ccc(S(=O)(=O)N2CCCCC2)cc1	12	97	1	104	5	4	4	1	-3
57	Cn1cnnc1SCC(=O)Nc1cccc(S(=O)(=O)N2CCOCC2)c1	2	99	-8	98	4	4	1	9	-3
49	COc1ccc(N2CCN(S(=O)(=O)c3cccc(C(F)(F)F)c3)CC2)cc1	-2	96	3	100	-2	-3	-6	-3	-3
50	COc1ccc2oc(C(=O)N3CCN(S(=O)(=O)c4cccc([N+](=O)[O-])c4)CC3)c(C)c2c1	14	105	-3	104	0	-7	-4	-2	6

Further results:
No.	smiles	NALP1 inh	MEKK2wt PB1 HTS	SUMO HTRF inh	MEKK3 PB1 HTS	pCIP destab	IDE act	IDE inh	M18AAP inhibitor	MEKK2 mut-MEK5
61	CCC(C)NC(=O)c1cc2c(=O)[nH]c3ccc(C)cc3c2s1 (stereo not given)	-8	101	-4	103	-1	3	0	-7	3
62	CCCc1ccc2oc(C(=O)N3CCN(C4CCS(=O)(=O)C4)CC3)c(C)c2c1 (stereo not given)	-6	102	-10	100	-3	-2	0	-6	1
63	O=C(NC1CC1)c1ccc(NS(=O)(=O)c2ccccc2)cc1	24	95	-4	101	-21	2	6	5	0
64	CS(=O)(=O)N1CCC(C(=O)Nc2cccc(C(F)(F)F)c2)CC1	4	100	6	99	-6	6	2	6	2
